BioA inh: inhibitors of Mycobacterium tuberculosis BioA enzyme; purified M. tuberculosis BioA enzyme, plate reader; inhibition, % at 9.99 µM; actives 0.096% (n = 360,000); in the data active = inhibition above about 40%; inconclusive = no clear call, values can overlap the other calls
FadD28 FP inh: blocks FadD28 binding to the bisubstrate probe | fluorescence polarization | inhibition, % at 12.5 µM | actives 0.22% (n = 360,000) | AID 588549; in the data active = inhibition above about 8.5%, passing the limit was not always enough; inconclusive = no clear call, values can overlap the other calls
FBA Mtb inh: inhibits M. tuberculosis FBA enzyme | P9WQA3 | purified M. tuberculosis FBA, fluorescence read-out | inhibition, % at 1 µM | actives 2.3% (n = 360,000) | AID 588726; in the data active = inhibition above about 27%;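 note: 0% = vehicle and 100% = reference inhibitor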
Target sequence (P9WQA3 whole entry, looked up): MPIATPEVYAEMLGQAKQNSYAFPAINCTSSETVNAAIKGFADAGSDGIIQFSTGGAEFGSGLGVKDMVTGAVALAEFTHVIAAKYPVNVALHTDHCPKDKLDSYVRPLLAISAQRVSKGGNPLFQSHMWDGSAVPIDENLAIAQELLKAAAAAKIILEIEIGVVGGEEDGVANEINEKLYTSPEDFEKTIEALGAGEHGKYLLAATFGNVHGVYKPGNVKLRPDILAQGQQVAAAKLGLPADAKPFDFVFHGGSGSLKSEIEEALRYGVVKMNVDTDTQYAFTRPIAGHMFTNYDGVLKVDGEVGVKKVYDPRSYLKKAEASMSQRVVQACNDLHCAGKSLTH
GDH-TPI inh: counter-screen for M. tuberculosis FBA inhibitors: GDH-TPI coupled enzymes; GDH-TPI coupled enzyme counterscreen, NADH absorbance; inhibition, % at 4.8 µM; actives 1.2% (n = 360,000); AID 588335;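 note: 0% = DMSO wells and 100% = wells lacking the enzyme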
BoNT A protease: blocks Botulinum neurotoxin A light chain protease. multiplex microsphere protease substrate cleavage, flow cytometry. inhibition, % at 10 µM. actives 0.17% (n = 360,000). AID 588499; in the data active = inhibition above about 30%; inconclusive = no clear call, values can overlap the other calls; note: plate controls were buffer without enzyme for full effect and enzyme alone for no effect
BoNT F protease: BoNT F light chain protease inhibition; Multiplex microsphere protease cleavage assay, flow cytometry; inhibition, % at 10 µM; actives 0.22% (n = 360,000); AID 588497; in the data active = inhibition above about 35%, passing the limit was not always enough; inconclusive = no clear call, values can overlap the other calls; note: plate controls were buffer without enzyme for full effect and enzyme alone for no effect
CCHFV vOTU inh: blocks the CCHF virus ovarian tumor domain protease; CCHFV vOTU protease, Pep-AMC fluorescence; inhibition, % at 11.5 µM; actives 0.55% (n = 370,000); AID 651958; note: 0% = vehicle wells with enzyme and 100% = no enzyme wells
PrPC surface inh: inhibitors of human cell surface prion protein PrPC. TR-FRET read-out. AID 720596. inhibition, % at 13.8 µM. P04156. actives 0.43% (n = 370,000); in the data active = inhibition above about 24%; note: 0% = median of the test wells and 100% = reference compound wells
Mtb UGM inh: Mtb UDP-galactopyranose mutase inhibition; inhibition, % at 10 µM; actives 0.06% (n = 320,000); AID 504406; P9WIQ1; purified UGM, fluorescence polarization probe displacement; in the data active = inhibition above about 10%, passing the limit was not always enough; inconclusive = no clear call, values can overlap the other calls
Target sequence (P9WIQ1 whole entry, looked up): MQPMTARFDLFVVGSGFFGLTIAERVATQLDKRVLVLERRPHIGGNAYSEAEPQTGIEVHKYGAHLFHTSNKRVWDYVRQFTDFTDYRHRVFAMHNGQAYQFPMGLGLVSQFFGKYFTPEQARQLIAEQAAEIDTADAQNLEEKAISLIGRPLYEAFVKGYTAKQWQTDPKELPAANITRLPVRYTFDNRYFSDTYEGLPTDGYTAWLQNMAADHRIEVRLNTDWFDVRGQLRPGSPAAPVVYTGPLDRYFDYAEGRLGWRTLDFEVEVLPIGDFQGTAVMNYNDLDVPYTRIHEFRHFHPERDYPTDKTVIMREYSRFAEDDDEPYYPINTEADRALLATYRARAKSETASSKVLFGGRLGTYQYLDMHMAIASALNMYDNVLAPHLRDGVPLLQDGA
Starred values were filed as active, the others as inactive; ? = inconclusive; / = not tested or not shown; & = joins results of further samples. Cut-off read from the data, not from the text of the source, unless noted: active = inhibition above about 30%; inactive = the rest. Compounds as they come; 4.8% or so of the library scored in one or more.

SMILES	BioA inh	FadD28 FP inh	FBA Mtb inh	GDH-TPI inh	BoNT A protease	BoNT F protease	CCHFV vOTU inh	PrPC surface inh	Mtb UGM inh
COc1ccc(-c2nn(-c3ccccc3)cc2C(=O)N2CCN(S(=O)(=O)c3ccccc3C#N)CC2)cc1	-0.4	3.7	1.2	7.9	?	?	1.4	-2.6	1.0
C=C1CCN([C@@H](CC(C)C)C(=O)NCc2ccc(OC)cc2)S(=O)(=O)c2ccccc21	13.9	-3.9	-0.3	3.5	0.4	2.5	4.0	-9.5	1.5
O=C1CC(Cc2ccc(Cl)cc2)C(=O)N1c1ccncc1 (configuration not stated)	0.3	-5.0	-2.5	-8.8	0.6	9.9	7.5	-2.8	4.1
CNc1nc(NCCCN2CCCC2=O)c2sccc2n1	-0.4	-3.1	-0.2	11.5	0.0	-1.5	3.5	9.8	/
CC(Oc1ccc(Br)cc1)C(=O)Nc1ccncc1 (configuration not stated)	/	-0.4	1.6	-5.4	0.3	-1.9	0.7	5.3	-0.6
CCn1c(SCC(=O)Nc2cc(C(C)(C)C)nn2-c2ccccc2)nnc1-c1cccs1	0.6	-2.0	4.4	3.8	-0.2	0.1	12.7	-0.7	-2.2
CN1C(=O)[C@H]2[C@@H](/C=C/c3ccccc3)N3C(=O)CN(Cc4ccccn4)C(=O)[C@@]3(C)[C@H]2C1=O	-4.0	0.3	2.6	1.4	0.2	0.1	7.1	-1.8	-0.7
O=C(O)C1C2C=CC(C2)C1C(=O)OC1CC2CCC1C2 (configuration not stated)	-0.5	-1.6	1.2	14.1	0.1	1.4	-8.9	-5.5	-2.9
Nc1cc(S(=O)(=O)c2ccc(O)c(N)c2)ccc1O	/	0.4	1.4	9.0	-1.7	-6.8	-5.6	1.4	-0.7
Cc1ccc2c(CN(C)Cc3ccc(Cl)cc3Cl)cc(=O)oc2c1	-2.1	-4.2	1.9	-5.0	-1.4	8.4	11.6	5.9	-2.0
Cc1ccc(C)c(N(C(=O)Cc2cccs2)C(C(=O)NC2CCCC2)c2ccc(C)o2)c1 (configuration not stated)	-1.9	0.2	-2.6	7.9	2.2	-3.6	-6.0	-6.2	-5.3
C[C@H](CO)N1C[C@H](C)[C@@H](CN(C)C(=O)Nc2ccc(C(F)(F)F)cc2)Oc2ccc(NC(=O)C3CCCCC3)cc2C1=O	0.5&-0.2	-1.1	-2.4	-4.2	-0.1	-4.5	3.0	-0.4	0.7
O=C1C(=O)N(c2nccs2)C(c2ccccc2)/C1=C(\O)c1ccc2c(c1)OCCO2 (configuration not stated)	-1.2	-10.8	2.1	7.0	/	/	/	/	5.2
O=C(O)CCC(=O)Nc1ccc(C(=O)N2CCCCC2)cc1	/	-4.9	0.1	-5.8	0.4	3.9	10.0	-6.3	-2.3
CNC(=O)NNC(=O)c1csc(Cc2c(Cl)sc3ccc(Cl)cc23)n1	/	-3.7	-0.4	-2.2	-0.1	-6.4	-6.6	-0.7	-2.2
Cc1ccc(N=C(N)N=C(N)N)c(C)c1	-3.0	-1.5	-3.4	10.2	1.8	?	-8.8	-3.1	1.7
Cc1cccc(C)c1Cn1c(C)c(C(=O)NCc2cccc(Cl)c2)sc1=O	-0.3	-1.1	3.1	5.3	-0.6	-3.1	8.5	11.6	/
O=C(N=C1SC2CS(=O)(=O)CC2N1c1cccc(Cl)c1Cl)C1CCCO1 (configuration not stated)	-0.1	-0.1	-0.5	1.2	-0.7	5.6	4.9	1.8	0.5
COC(=O)c1ccc(NC(=O)C2CCCN2S(=O)(=O)c2ccc(OC)cc2)cc1 (configuration not stated)	/	-0.9	3.1	6.1	0.3	12.5	2.1	-0.5	1.9
Cc1cccc(CN(Nc2ccccc2)c2ccccc2)n1	-1.5	-1.6	0.5	9.7	0.1	-2.4	-1.4	2.5	/
CN1CCN(c2ccc(CNC(=O)c3ccc(-c4ccc(F)c(F)c4)c4ccoc34)cc2)CC1	-0.7	-2.1	3.2	8.5	0.2	2.7	8.0	7.6	/
COc1cccc(NC(=O)CSc2nnc(CNC(=O)c3ccccc3)n2C)c1	0.0	-1.4	0.6	5.4	0.3	5.0	-10.4	8.7	-2.5
Cc1cccc2sc(N(CCN3CCOCC3)C(=O)CCS(=O)(=O)c3ccccc3)nc12	0.2	-2.1	0.4	-2.1	-1.2	-11.8	-4.8	4.6	-1.6
COc1ccc(NC(=O)CSc2nc3c(c(=O)[nH]2)CCC3)cc1OC	-0.1	-0.4	1.1	0.4	-0.7	5.3	4.4	1.4	1.3
COc1cc2c(cc1OC)CN(c1nc(CN3CCCC3)nc3sc(C)c(C)c13)CC2	/	-3.7	0.6	13.4	1.8	-11.0	-12.9	-14.8	/
CCN1C(=O)[C@H]2[C@@H](c3ccc(-c4ccc(F)cc4)c(OC)c3)N[C@@](Cc3ccccc3)(C(=O)OC)[C@H]2C1=O	-0.7	-0.3	4.6	0.9	0.1	0.9	3.1	-0.4	0.6
COc1ccc(CCNC2CCC(c3ccccc3)CC2)cc1 (configuration not stated)	0.0	-1.2	5.8	9.6	-1.2	-13.2	6.8	-2.9	0.6
Cc1cccc(N2N=C(C(=O)OCC(=O)c3ccccc3)CCC2=O)c1	-1.5	-0.1	-1.8	4.3	-0.5	-5.1	-9.9	-4.5	-1.1
CC1(NC(=O)c2ccccc2)CCN(CCc2cccs2)C1=O (configuration not stated)	1.4	0.7	0.5	5.7	-0.1	6.3	0.1	1.0	0.4
Cc1ccc2nc(N(CCN(C)C)C(=O)c3cc(Cl)sc3Cl)sc2c1	-2.9	-1.4	6.7	0.7	-0.6	-16.3	-15.8	-1.0	-3.1

An excerpt from above in order of molecular weight, falling.
SMILES	BioA inh	FadD28 FP inh	FBA Mtb inh	GDH-TPI inh	BoNT A protease	BoNT F protease	CCHFV vOTU inh	PrPC surface inh	Mtb UGM inh
O=C1C(=O)N(c2nccs2)C(c2ccccc2)/C1=C(\O)c1ccc2c(c1)OCCO2 (configuration not stated)	-1.2	-10.8	2.1	7.0	/	/	/	/	5.2
Cc1ccc2nc(N(CCN(C)C)C(=O)c3cc(Cl)sc3Cl)sc2c1	-2.9	-1.4	6.7	0.7	-0.6	-16.3	-15.8	-1.0	-3.1
Cc1ccc2c(CN(C)Cc3ccc(Cl)cc3Cl)cc(=O)oc2c1	-2.1	-4.2	1.9	-5.0	-1.4	8.4	11.6	5.9	-2.0
CC1(NC(=O)c2ccccc2)CCN(CCc2cccs2)C1=O (configuration not stated)	1.4	0.7	0.5	5.7	-0.1	6.3	0.1	1.0	0.4
CC(Oc1ccc(Br)cc1)C(=O)Nc1ccncc1 (configuration not stated)	/	-0.4	1.6	-5.4	0.3	-1.9	0.7	5.3	-0.6
COc1ccc(CCNC2CCC(c3ccccc3)CC2)cc1 (configuration not stated)	0.0	-1.2	5.8	9.6	-1.2	-13.2	6.8	-2.9	0.6
CNc1nc(NCCCN2CCCC2=O)c2sccc2n1	-0.4	-3.1	-0.2	11.5	0.0	-1.5	3.5	9.8	/
O=C(O)CCC(=O)Nc1ccc(C(=O)N2CCCCC2)cc1	/	-4.9	0.1	-5.8	0.4	3.9	10.0	-6.3	-2.3
O=C1CC(Cc2ccc(Cl)cc2)C(=O)N1c1ccncc1 (configuration not stated)	0.3	-5.0	-2.5	-8.8	0.6	9.9	7.5	-2.8	4.1

More results follow:
SMILES	BioA inh	FadD28 FP inh	FBA Mtb inh	GDH-TPI inh	BoNT A protease	BoNT F protease	CCHFV vOTU inh	PrPC surface inh	Mtb UGM inh
O=C(Nc1ccccc1)Nc1ccc2nnsc2c1	18.1	-7.7	2.0	13.2	0.3	-2.0	-7.2	5.7	-0.1
CCc1ccccc1NC(=O)CSc1nnc([C@@H](N)Cc2c[nH]c3ccccc23)o1	-4.1	-0.9	1.5	13.3	0.9	-7.6	-6.3	1.5	-0.8
Cc1cccc(-c2cc3nc(-c4ccccc4)cc(=O)n3[nH]2)c1	0.9	-2.8	14.4	3.9	-0.1	17.2	-21.1	12.5	2.1
COc1cc(S(=O)(=O)N2CCOCC2)ccc1NC(=O)COC(=O)COc1ccccc1	/	-0.3	-0.1	-5.1	0.1	1.1	-7.7	3.5	-2.9
CCOc1ccc2c(c1)nc(C)n2C	-1.8	-1.1	2.2	-0.8	/	/	14.4	8.5	-0.5
Cn1c(=O)c2sc3c(c2n(CC(=O)Nc2ccccc2)c1=O)COC(C)(C)C3	2.2	-4.7	-0.5	3.7	-0.3	-3.3	0.7	2.3	0.2
O=C(NCCCCCNC(=O)c1ccco1)c1ccco1	-1.9	-1.3	4.3	1.8	0.1	-13.0	-5.4	-4.3	3.3
Cc1c(-c2ccco2)[n+](=O)c2c(n1[O-])CCCCC2	-1.2	-3.8	0.5	1.2	0.1	0.6	4.0	-6.6	3.2
COc1ccccc1C(=O)OCC(=O)NC(=O)NCc1ccccc1	/	-1.6	2.0	7.0	0.4	-3.2	-12.4	2.7	0.1
Cc1ccc(C(=O)Nc2ccc(Cl)cc2C)c(Cl)c1	1.6	-1.1	-3.9	0.6	-1.0	-1.8	10.4	-5.2	-1.0
O=C(Cc1c(F)cccc1Cl)NNC(=O)c1cccs1	-2.1	-2.8	2.0	-11.4	0.0	1.2	-4.3	-6.6	-1.9
COc1ccc(S(=O)(=O)N2N=C(C)Oc3ccccc3C2=O)cc1	0.6	-2.2	4.6	-3.0	-2.8	-32.0	-2.9	0.2	1.3
O=C(Cn1nnc(-c2cccs2)n1)N1c2ccccc2Sc2ccc(C(F)(F)F)cc21	0.4	-4.0	-2.8	6.3	-0.6	-1.8	-3.5	5.5	-0.4
CC1(C)CC(=O)C=C(c2ccc(COC(=O)C3CC3)cc2)C1=O	0.7	-4.1	-3.2	5.2	0.3	-1.2	0.8	-3.2	/
CC(C)C[C@H](NC(=O)C1CCN(S(=O)(=O)c2ccccc2)CC1)C(=O)NCc1ccncc1	-1.5	2.4	-0.3	4.4	0.6	-3.6	10.0	1.0	-0.1
Cc1cc(=O)oc2cc(NC(=O)CCC(=O)O)ccc12	0.0	-1.0	196.8*	8.8	-1.2	-10.7	-101.5	2.8	-0.9
Cc1ccc(NC(=O)C2CC2C)c(Cl)c1 (configuration not stated)	/	0.0	4.3	6.3	0.2	0.5	-2.6	5.3	0.8
COc1ccc(C2Nc3ccccc3C(=O)N2NC(=O)c2ccccc2)cc1OC (configuration not stated)	1.8	-0.1	7.4	2.2	-1.5	-1.0	-17.6	-3.6	0.1
COc1ccc(OC)c(C(=O)COC(=O)c2cccnc2SC)c1	0.1	-4.9	-2.5	-0.7	2.1	-3.2	10.9	0.4	/
O=C(Nc1ccc(N2CCCC2=O)cc1)c1cccc(F)c1	/	-3.5	-1.2	-7.8	0.7	-0.4	-2.0	-4.0	-3.0
C[C@H]1COC2=C1C(=O)C(=O)c1c2ccc2c1CCCC2(C)C	2.2	5.7	6.5	15.7	11.0	2.8	/	/	-1.6
Cc1cnn(-c2ccc3nnc(-c4ccc(Cl)cc4)n3n2)c1	-0.3	-3.0	3.1	0.0	-0.6	-16.6	1.0	7.8	1.6
COc1ccc(CNC(=O)CN2CCC(NC(=O)c3ccccc3C)CC2)cc1	-1.0	-2.4	-7.5	-11.8	0.3	-8.8	15.3	-6.6	-1.2
Cc1ccc(-n2nnc3c(=O)n(Cc4cccc(C)c4)cnc32)cc1	0.7	-1.0	6.7	6.7	-0.4	-7.6	0.3	-0.5	-3.2
COc1ccccc1C1CCN(Cc2ccc(Cl)c(Cl)c2)CC1	-1.3	-0.5	6.8	1.7	-4.9	-8.3	-11.3	-0.7	-0.8
c1cc(N2CCCCC2)nc(N2CCCCC2)n1	-0.3	-2.7	0.0	11.1	-0.1	-0.5	13.2	-9.6	/
